# Assay outcomes from PubChem.
# Myeloid diff 2: myeloid differentiation induction; 360,000 tested, 1% active; ER-HoxA9 myeloid progenitors, lysozyme-GFP differentiation, flow cytometry; calls only at 10 µM;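 active = normalized GFP-positive differentiation at or above the plate's own cutoff, the solvent-only control mean plus 3 SD; inconclusive = no clear call, values can overlap the other calls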;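 also: cells exposed to compound for four days before flow analysis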
# XIAP antagonists: small molecules displacing peptide from XIAP – biochemical, IAP family, fluorescence polarization (AID 1018) | XIAP BIR domain, fluorescence polarization peptide displacement; higher % means a stronger effect | 200,000 tested, 0.007% active | displacement, % at 20 µM; hits with a dose series show IC50 in µM; in the data active = displacement above about 50%; also: a part of the inactive calls stands beside numbers as strong as those of hits
# TNAP activators: human TNAP enzyme activators, primary screen, biochemical, luminescent, no phosphate acceptor, uHTS (AID 1001). purified TNAP, luminescent activation assay, no phosphate acceptor; higher activation fold means a stronger effect. activation fold at 20 µM, or EC50 in µM where a hit was titrated. 200,000 tested, 0.03% active; in the data active = activation fold from about 3, or a potency from the dose series; inactive = the rest, 99 in 100 with activation fold below about 1.6; also: many of its hits are not listed in these tables
# human PMI inhibitors: human PMI inhibitors, high substrate, primary screen, biochemical, fluorescence intensity, high mannose 6-phosphate (AID 1220); inhibition, % at 20 µM; hits with a dose series show IC50 in µM; 190,000 tested, 0.66% active; recombinant PMI enzyme, coupled fluorescence intensity; higher % means a stronger effect
# PMI inhibitors: inhibitors of human PMI, primary screen, biochemical, fluorescence intensity, coupled assay (AID 1209) | purified PMI enzyme, coupled fluorescence intensity; higher % means a stronger effect | 190,000 tested, 0.42% active | inhibition, % at 20 µM, or IC50 in µM where a hit was titrated;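 also: plate controls were DMSO vehicle for no effect and wells lacking substrate for full effect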
# ER stress rescue: protection against thapsigargin-triggered cell killing – 384-well, CSM14.1, ATP luminescence, primary screen (AID 1222) | 190,000 tested, under 10 active | CSM14.1 thapsigargin-induced death rescue, ATP luminescence; higher % means a stronger effect | cellular ATP content (survival), % at 20 µM; hits with a dose series show EC50 in µM;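 active = EC50 below 50 µM in the dose-response confirmation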;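 also: death triggered by thapsigargin at about 15 µM added after 2 h compound pretreatment; cell ATP read after overnight thapsigargin exposure of roughly 18 to 22 hours; normalized against plate controls of thapsigargin alone and 5% DMSO vehicle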
# M17LAP inhibition: P. falciparum M17LAP inhibitors, primary screen, biochemical, fluorogenic H-Leu-NHMec substrate, 1536-well (AID 1619); 220,000 tested, 0.38% active; inhibition, % at 30 µM; hits with a dose series show IC50 in µM; recombinant M17LAP, H-Leu-NHMec fluorogenic kinetic assay; higher % means a stronger effect;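 active = compound inhibiting the enzyme by more than half at any dose during confirmatory dose-response retesting; inconclusive = strong single-dose inhibitors picked by rank but not retested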;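 also: plate controls were full reaction with DMSO carrier for no effect and no enzyme background for full effect; strong numbers were not always called active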
# LYP phosphatase: inhibitors of LYP phosphatase, biochemical, fluorescence intensity, uHTS (AID 1779). recombinant LYP phosphatase, fluorescence intensity; higher % means a stronger effect. inhibition, % at 11.5 µM; hits with a dose series show IC50 in µM. 290,000 tested, 0.054% active;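 also: plate controls were vehicle with enzyme for no effect and no enzyme for full effect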
# M1AAP inhibition: malaria alanyl aminopeptidase activity blockers – biochemical, fluorogenic H-Leu-NHMec substrate, 1536-well (AID 1445). inhibition, % at 30 µM, or IC50 in µM where a hit was titrated. recombinant M1AAP, H-Leu-NHMec fluorogenic kinetic assay; higher % means a stronger effect. 220,000 tested, 0.42% active;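 active = primary inhibition above the hit cutoff, then over 50% inhibition at one or more dose response concentrations, cut at about 23% in these data, passing the limit was not always enough; inconclusive = conflicting primary data, or primary hits not chosen for dose response; inactive = low primary inhibition, or under 50% at every dose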;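 also: plate controls were DMSO full reaction for no effect and no enzyme background for full effect; strong numbers were not always called active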
# Myeloid diff 2 GFP+ MAC1+ %: second read-out of Myeloid diff 2, no call of its own (marks repeat the call); GFP+ MAC1+ double positive, %; measured here: differentiation confirmed by MAC1 staining
# The depositor's hits bear a star; i = inactive; ? = inconclusive; nt = not tested or not shown. Rule as the data show it, unless noted: active = inhibition above about 50%; inactive = the rest.
1	CCN(CC)C(=O)N1CCN(S(=O)(=O)c2ccc(C)cc2)CC1
2	C=CCn1c(SCc2c(F)cccc2Cl)nnc1-c1ccco1
3	O=C(COc1cccc(Oc2ccccc2)c1)Nc1ncccn1
4	CCOC(=O)Cc1csc(NC(=O)COc2ccc3c(C)cc(=O)oc3c2)n1
5	c1cc2c(cc1CN1CCOCC1)OCO2
6	N#Cc1ccc(N2C(=O)[C@@H]3C(C(=O)c4ccc5ccccc5n4)=NN[C@@H]3C2=O)cc1
7	O=C1Nc2ccc(S(=O)(=O)NCc3ccccn3)c3cccc1c23
8	C(=N\Nc1nc(Nc2ccccc2)nc(Nc2ccccc2)n1)/c1ccncc1
9	COc1ccc(CC(=O)Nn2c(-c3ccccc3)nc3ccccc3c2=O)cc1
10	Cc1noc(NC(=O)c2ccc(Cl)c(Cl)c2)c1Cl

Screen / compound no.	1	2	3	4	5	6	7	8	9	10
Myeloid diff 2	i	i	i	i	i	i	i	i	i	i
Myeloid diff 2 GFP+ MAC1+ %	8.5	1.4	0.5	0.8	0.4	0.7	0.4	0.5	0.6	0.8
XIAP antagonists	-8.2%	4.2%	-7.8%	-3.2%	-6.7%	-4.6%	1.7%	-8.7%	-1.7%	-2.1%
TNAP activators	1.1	1.1	1.1	1.1	1	1.4	1.1	1	0.9	1.1
human PMI inhibitors	14%	5%	3%	0%	0%	-39%	7%	9%	-5%	4%
PMI inhibitors	13%	-6%	10%	-7%	6%	-31%	8%	9%	-6%	5%
ER stress rescue	2.3%	2.8%	-3.1%	2.6%	-1.1%	-3.6%	-0.1%	-0.7%	-1.2%	0.3%
M17LAP inhibition	12%	14%	10%	-15%	10%	6%	-310%	7%	14%	-1%
LYP phosphatase	-5%	-1%	0%	0%	-2%	-3%	-11%	-6%	-4%	-3%
M1AAP inhibition	8%	-2%	1%	-13%	15%	11%	10%	2%	0%	8%

# Compounds listed so far that have a Cl atom:
2	C=CCn1c(SCc2c(F)cccc2Cl)nnc1-c1ccco1
10	Cc1noc(NC(=O)c2ccc(Cl)c(Cl)c2)c1Cl

Screen / compound no.	2	10
Myeloid diff 2	i	i
Myeloid diff 2 GFP+ MAC1+ %	1.4	0.8
XIAP antagonists	4.2%	-2.1%
TNAP activators	1.1	1.1
human PMI inhibitors	5%	4%
PMI inhibitors	-6%	5%
ER stress rescue	2.8%	0.3%
M17LAP inhibition	14%	-1%
LYP phosphatase	-1%	-3%
M1AAP inhibition	-2%	8%

# (further entries)
11	CC1CCC(C(=O)NC(C(=O)NCc2ccccn2)C(C)C)CC1 (stereo not drawn)
12	CCn1c(SCC(=O)c2ccccc2)nnc1-c1cnccn1
13	O=C(Nc1ccc2ccccc2c1)Nc1ccc2snnc2c1
14	COC(=O)CN1CCN(C(=O)c2ccc(F)cc2)c2ccccc2C1
15	O=C(CSc1ncn(-c2ccccc2)n1)Nc1nccs1
16	COc1nc(OC)nc(N2CCC(C(=O)NC3CCCCCC3)CC2)n1
17	Cc1ccc2c(c1)C=CC(C)(C)S2(=O)=O
18	CC(C)C(=O)Nc1cccc(NC(=O)c2cccnc2)c1
19	Nc1nc2ccccc2n1CCN1CCCC1
20	CCCNC(=O)c1nnsc1S(=O)(=O)c1ccc(Cl)cc1

Screen / compound no.	11	12	13	14	15	16	17	18	19	20
Myeloid diff 2	i	i	i	i	i	i	i	i	i	?
Myeloid diff 2 GFP+ MAC1+ %	0.8	0.7	0.4	0.0	2.0	0.7	0.1	0.7	8.1	nt
XIAP antagonists	-2.6%	-3.8%	-7.0%	-0.5%	-0.3%	-2.5%	-4.1%	-4.5%	-2.4%	-5.4%
TNAP activators	1.2	1.1	0.9	1.1	1.2	1.2	1	1.1	1	1.1
human PMI inhibitors	1%	2%	9%	-3%	-4%	1%	8%	-9%	9%	9%
PMI inhibitors	-2%	6%	12%	-6%	-3%	4%	9%	-6%	5%	-2%
ER stress rescue	-1.3%	-2.7%	0.0%	1.8%	-0.3%	-3.0%	-3.2%	nt	-0.7%	-2.7%
M17LAP inhibition	5%	3%	-10%	-3%	0%	1%	-13%	14%	14%	-19%
LYP phosphatase	-9%	-8%	1%	-13%	-10%	-8%	-9%	-5%	-3%	0%
M1AAP inhibition	17%	-3%	7%	8%	7%	-4%	1%	1%	5%	-1%

# Values by screen from the list.
# Compounds 2–13 in M17LAP inhibition: 14%, 10%, -15%, 10%, 6%, -310%, 7%, 14%, -1%, 5%, 3%, -10%
# Compounds 2–13 in ER stress rescue: 2.8%, -3.1%, 2.6%, -1.1%, -3.6%, -0.1%, -0.7%, -1.2%, 0.3%, -1.3%, -2.7%, 0.0%

# Carrying on.
21	COc1ccc(NC(=S)N2CCC(C(=O)N3CCCCCC3)CC2)cc1
22	O=C1c2ccncc2C(=O)N1Cc1cccc(Cl)c1
23	O=C(CSc1ccsc1[N+](=O)[O-])Nc1cc(F)ccc1F
24	COc1ccc(Br)cc1/C=C/C(=O)Nc1c(C)cccc1C
25	Cc1ccc(NC(=O)/C(=C/c2cccc([N+](=O)[O-])c2)NC(=O)C2CCCCC2)c(C)c1
26	O=C(NCc1ccccc1)c1ccc(-c2ccccc2C(F)(F)F)o1
27	CCOc1ccc(OCC)c(NC(=O)CNS(=O)(=O)c2cccs2)c1
28	CCN(CC)S(=O)(=O)c1ccc2c(c1)nc(SCC(=O)NC1CC1)n2-c1ccccc1OC
29	COC(=O)c1cc(C(=O)N2CCN(c3cccc(Cl)c3)CC2)cc([N+](=O)[O-])c1
30	COc1ccc(NC(=O)C(=O)NCCO)cc1Cl

Screen / compound no.	21	22	23	24	25	26	27	28	29	30
Myeloid diff 2	i	i	i	i	i	i	i	i	nt	i
Myeloid diff 2 GFP+ MAC1+ %	3.5	1.0	0.3	7.3	7.8	1.4	0.4	1.0	nt	0.4
XIAP antagonists	-3.8%	-6.6%	7.6%	-4.8%	-3.7%	-4.3%	-2.8%	-8.8%	-6.0%	-5.4%
TNAP activators	1.1	1.1	1	1.1	1.1	1	1.1	1.1	1.1	1
human PMI inhibitors	-8%	-10%	20%	4%	-11%	6%	6%	-9%	18%	-9%
PMI inhibitors	-2%	-3%	4%	4%	-2%	6%	7%	-2%	16%	-12%
ER stress rescue	-1.8%	-1.0%	-1.6%	5.2%	-1.0%	-1.3%	3.6%	nt	0.8%	21%
M17LAP inhibition	14%	2%	28%	-6%	-4%	-3%	-15%	-5%	10%	-7%
LYP phosphatase	-9%	-4%	-1%	0%	-12%	2%	-6%	10%	4%	-3%
M1AAP inhibition	2%	-4%	6%	2%	14%	2%	0%	7%	15%	7%

31	O=C(Cn1cnc2ccccc2c1=O)c1c[nH]c2ccccc12
32	COc1cc(OC)cc(-c2nnc(SCC(=O)N3CCCc4ccccc43)o2)c1
33	COc1ccc2nc(SCCC(=O)O)cc(C)c2c1
34	O=C(Cn1cncn1)N/N=C/c1cccc(Cl)c1
35	CC(=O)c1ccc(NC(=S)NC(=O)c2c(Cl)c(C)nn2C)cc1
36	O=C1CSC(=Nc2ccc(Cl)cc2)N1Cc1ccco1
37	N/C(Cc1ccc([N+](=O)[O-])cc1)=N\OC(=O)Cc1ccccc1
38	COc1cccc(C2C(C#N)=C(N)SC(c3ccccc3)C2[N+](=O)[O-])c1 (stereo not drawn)
39	Cc1noc(C)c1COC(=O)CCc1nc2ccccc2s1
40	CC1CCN(S(=O)(=O)c2ccc(S(=O)(=O)NCc3ccccc3)cc2)CC1

Screen / compound no.	31	32	33	34	35	36	37	38	39	40
Myeloid diff 2	i	i	i	i	i	i	i	i	i	i
Myeloid diff 2 GFP+ MAC1+ %	1.6	0.7	0.4	0.3	1.4	0.7	0.5	0.4	0.2	4.4
XIAP antagonists	-1.9%	-2.5%	nt	nt	-3.9%	nt	-8.3%	-7.8%	-5.2%	-7.9%
TNAP activators	1	1.1	nt	nt	1	nt	1.2	1.1	1	1.1
human PMI inhibitors	7%	7%	nt	nt	-14%	nt	-2%	22%	6%	-4%
PMI inhibitors	11%	7%	nt	nt	-11%	nt	8%	25%	-1%	5%
ER stress rescue	-2.1%	nt	nt	nt	1.5%	nt	-1.2%	-1.2%	2.8%	-2.9%
M17LAP inhibition	12%	1%	-4%	10%	13%	21%	-1%	-1%	-6%	-7%
LYP phosphatase	-3%	-5%	-4%	-1%	-7%	-5%	-8%	3%	-8%	-11%
M1AAP inhibition	3%	7%	2%	1%	2%	11%	-2%	-2%	4%	-4%

# 2 of these compounds in another layout:
item	SMILES	Myeloid diff 2	Myeloid diff 2 GFP+ MAC1+ %	XIAP antagonists	TNAP activators	human PMI inhibitors	PMI inhibitors	ER stress rescue	M17LAP inhibition	LYP phosphatase	M1AAP inhibition
37	N/C(Cc1ccc([N+](=O)[O-])cc1)=N\OC(=O)Cc1ccccc1	i	0.5	-8.3%	1.2	-2%	8%	-1.2%	-1%	-8%	-2%
36	O=C1CSC(=Nc2ccc(Cl)cc2)N1Cc1ccco1	i	0.7	nt	nt	nt	nt	nt	21%	-5%	11%

# (more compounds)
41	Cc1ccc(-n2cc(CN(C)Cc3nccn3C)c(-c3ccc(F)cc3)n2)cc1
42	Cc1ccc([N+](=O)[O-])cc1NC(=O)c1ccccc1
43	COc1ccc(S(=O)(=O)NCc2csc(-c3cccnc3)n2)cc1
44	Cc1cc(C)c(S(=O)(=O)NCc2ccc3c(c2)cc(C)n3C)c(C)c1
45	Cc1cc([N+](=O)[O-])nn1CC(=O)N1CCN(Cc2ccccc2)CC1
46	Cc1ccc(/C=N/NC(=O)C2CC(=O)N(c3ccccc3)C2)s1 (stereo not drawn)
47	COc1cccc(-c2nc(SCC(=O)Nc3nc(-c4ccccc4)c(C)s3)[nH]c(=O)c2C#N)c1
48	CN(C)CCNC(=O)/C=C/c1cn(-c2ccccc2)nc1-c1cc2ccccc2oc1=O
49	CCOc1ccc(Nc2nc(Cl)nc(NCCO)n2)cc1
50	CCC1(CC)Cc2ccccc2C2=C(C(=O)N3CCCCC3)C(=O)C(=O)N21
51	CCOC(=O)c1cc2n(c1C)-c1ccccc1C2=O

Screen / compound no.	41	42	43	44	45	46	47	48	49	50	51
Myeloid diff 2	i	i	i	i	i	i	i	i	i	i	i
Myeloid diff 2 GFP+ MAC1+ %	0.0	0.2	2.7	3.5	0.7	0.2	0.3	0.7	0.7	0.1	0.4
XIAP antagonists	-2.9%	-5.0%	-6.1%	-2.3%	-5.4%	-2.4%	-5.4%	-6.9%	-6.8%	-5.1%	-3.0%
TNAP activators	1	1	1	1	1.1	1.1	1	1	1.2	1.1	1.1
human PMI inhibitors	13%	-2%	8%	17%	5%	-8%	4%	-3%	15%	nt	1%
PMI inhibitors	12%	-6%	10%	20%	1%	-6%	13%	-2%	13%	15%	-2%
ER stress rescue	6.9%	-0.3%	-0.3%	-1.6%	nt	-4.5%	6.8%	-3.0%	1.7%	-1.0%	-1.3%
M17LAP inhibition	2%	7%	8%	14%	-1%	9%	25%	-4%	-38%	14%	4%
LYP phosphatase	-2%	-6%	-5%	5%	-10%	-1%	2%	-8%	1%	6%	-10%
M1AAP inhibition	5%	-1%	-1%	5%	-4%	13%	21µM*	15%	0%	5%	5%
